ERAP1 HTS inh: ERAP1 (human) enzyme inhibition; Q9NZ08; inhibition, % at 10.7 µM; 0.15% of 340,000 active; recombinant ERAP1, Leu-AMC fluorescence, 60 min;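 active = mean replicate inhibition of at least 30%, or all replicates individually reaching that 30% level; inactive = mean below 30% and not every replicate reaching it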;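 also: 0% = neutral control wells and 100% = L-leucinethiol positive control wells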
Target sequence (Q9NZ08 whole entry, looked up): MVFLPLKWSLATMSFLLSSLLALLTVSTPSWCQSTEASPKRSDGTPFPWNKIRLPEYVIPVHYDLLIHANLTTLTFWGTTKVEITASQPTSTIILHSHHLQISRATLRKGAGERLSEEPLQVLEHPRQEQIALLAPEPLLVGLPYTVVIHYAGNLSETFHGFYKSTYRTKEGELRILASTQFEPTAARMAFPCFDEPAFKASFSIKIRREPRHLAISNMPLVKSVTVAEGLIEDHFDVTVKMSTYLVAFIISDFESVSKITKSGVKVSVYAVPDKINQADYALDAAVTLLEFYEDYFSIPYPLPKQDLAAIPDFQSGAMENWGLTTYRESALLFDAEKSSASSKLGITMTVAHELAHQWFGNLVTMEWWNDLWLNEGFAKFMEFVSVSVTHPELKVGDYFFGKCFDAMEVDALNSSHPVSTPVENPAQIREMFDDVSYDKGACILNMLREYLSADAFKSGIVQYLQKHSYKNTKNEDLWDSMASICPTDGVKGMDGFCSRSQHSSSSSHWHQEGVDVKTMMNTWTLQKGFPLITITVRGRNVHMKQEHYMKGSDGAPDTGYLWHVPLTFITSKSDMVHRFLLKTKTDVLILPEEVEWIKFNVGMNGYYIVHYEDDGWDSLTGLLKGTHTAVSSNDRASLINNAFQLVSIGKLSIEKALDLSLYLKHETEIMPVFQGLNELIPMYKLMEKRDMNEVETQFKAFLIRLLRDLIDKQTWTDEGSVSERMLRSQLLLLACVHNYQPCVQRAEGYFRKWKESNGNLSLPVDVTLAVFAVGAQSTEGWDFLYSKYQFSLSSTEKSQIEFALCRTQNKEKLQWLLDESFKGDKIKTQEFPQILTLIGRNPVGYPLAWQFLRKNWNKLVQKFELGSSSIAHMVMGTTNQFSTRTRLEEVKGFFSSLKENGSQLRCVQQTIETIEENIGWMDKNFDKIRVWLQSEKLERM
S100A4 MyoIIA: S100A4-myosin IIA interaction inhibition; S100A4/TAMRA-MyoIIA peptide fluorescence polarization; AID 652163; 0.14% of 360,000 active; inhibition, % at 10.7 µM;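 active = mean inhibition of at least 70% across replicates, with every replicate also reaching that level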
Target sequence (P26447 whole entry, looked up): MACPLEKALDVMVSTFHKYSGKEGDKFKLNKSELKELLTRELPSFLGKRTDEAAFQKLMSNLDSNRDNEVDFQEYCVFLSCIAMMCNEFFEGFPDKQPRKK
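Compound dosing: one dose per compound; test system: human S100A4 monomer with TAMRA-labelled myosin IIA peptide; probe or stimulus: TAMRA-labelled myosin IIA heavy-chain peptide probe, 5 nM; medium: HEPES buffer with Ca2+, pH 7.2; schedule: 5 min incubation before reading; benchmarks: neutral control DMSO, positive control TFP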
PglD DTNB: inhibitors of Campylobacter jejuni PglD acetyltransferase; purified PglD enzyme, DTNB colorimetric CoA detection; inhibition, % at 12.5 µM; 0.098% of 360,000 active; AID 602405; in the data active = inhibition above about 16%, passing the limit was not always enough; also: strong numbers were not always called active
LGR2 inh: blocks bursicon-induced cAMP signaling via Drosophila LGR2; HEK293 LGR2, CRE-luciferase, bursicon-stimulated, 4 h; inhibition, % at 9.99 µM; 0.35% of 380,000 active; AID 720647;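 active = drop in luminescence signal, shown as inhibition above about 50% in the replicate tests, limit read from the data, passing the limit was not always enough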;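 also: agonist challenge used bursicon conditioned medium at about half maximal strength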
FN deposit inh: fibronectin deposition inhibition. AH1F fibroblasts, Alexa488-fibronectin deposition fluorescence, overnight. inhibition, % at 12.6 µM. 0.086% of 350,000 active;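 active = mean inhibition across replicates of 30% or more, regardless of how many single replicates reach that level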;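 also: positive control wells lacked labelled fibronectin entirely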
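Material: AH1F fibroblasts assembling fluorescent fibronectin matrix; amount: 10000 AH1F cells/well; medium: DMEM, 2% serum; reagent: Alexa488-fibronectin, 24 nM final in well; dosing: single compound dose, delivered by pin transfer; incubation: 1 h adhesion, overnight exposure; detection: fluorescence after three HBSS washes, excitation 485 nm, emission 525 nm; measure: fibronectin deposition inhibition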
PAX8 reporter: PAX8 transcriptional activity inhibition; RMG-I TPO-luciferase reporter, SteadyGlo, 24 h; inhibition, % at 12.6 µM; 1.2% of 360,000 active; AID 652154;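 active = mean replicate inhibition at least 60% with every replicate also reaching 60%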;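 also: luciferase light reporting Pax8 driven TPO promoter activity; plate controls were median of neutral control wells for no effect and mitoxantrone controls for full effect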
PGC1a acetyl inh: modulators of PGC1a acetylation. 0.17% of 350,000 active. inhibition, % at 15.6 µM. U2OS PGC1a acetylation, AlphaScreen anti-acetyl-lysine; with virally co-expressed GCN5 acetyltransferase;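 active = every replicate shows inhibition of at least 40%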;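 also: 0% = neutral control wells and 100% = positive control wells; some results beyond the cut were filed as inactive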
EWS-Fli inh: EWS/Fli transcriptional activity inhibition. A673 NR0B1-luciferase reporter, viability-normalised. inhibition, % at 12.6 µM. 0.67% of 350,000 active. AID 651661;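 active = mean inhibition of at least 50% after viability correction, with every replicate also passing that limit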;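 also: firefly luciferase signal divided by Alamar Blue viability fluorescence both relative to DMSO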
Numbers without * were called inactive; . = not tested or not shown. No enrichment for hits (roughly 2.1% active in at least one column).

Compound	ERAP1 HTS inh	S100A4 MyoIIA	LGR2 inh	PAX8 reporter	PglD DTNB	FN deposit inh	PGC1a acetyl inh	EWS-Fli inh
COc1cccc(NC(=S)N2CCCN(Cc3ccc(F)cc3)C2)c1	-3	3	-13	-1	.	-2	10	11
COc1ccc(CNC(=O)[C@H](Cc2c[nH]c3ccccc23)NC(C)=O)cc1OC	0	2	5	9	8	7	2	0
CN1CCN(c2ccc(CNC(=O)C3Cc4c(-c5ccc(Cl)cc5)ccnc4O3)cc2)CC1 (centres undefined)	4	-2	-17	11	-5	-1	.	8
CN(C)CC(=O)Nc1ccc2c(c1)[C@@H]1C[C@@H](CC(=O)NCc3ccc4c(c3)OCO4)O[C@H](CO)[C@@H]1O2	0	2	5	1	7	-12	-5	-9
COc1ccc(-c2cc(CNc3nc(NC(C)C)nc4cc(-c5ccccc5)sc34)on2)cc1	-5	-1	-63	104*	1	-4	18	54*
COc1ccc(Cl)cc1S(=O)(=O)N1CCN(C)CC1	.	2	-1	-6	-8	12	-2	-2
COCCNC(=O)C(c1ccc(C)cc1)N(Cc1ccco1)C(=O)CCC(=O)Nc1ccccn1 (centres undefined)	-2	7	-1	-5	-6	0	-15	9
CSc1nnc(C)c(=O)n1COC(=O)COc1ccc(Cl)cc1	-3	-1	4	-30	.	-5	28	-3
C[C@@H]1CN([C@@H](C)CO)S(=O)(=O)c2ccc(-c3cccc(C(=O)N(C)C)c3)cc2O[C@@H]1CN(C)C(=O)Nc1ccc(F)cc1	-1	-7	-11	.	0	1	13	-3
CCC(=O)N(C)C[C@H]1Oc2cc(C#CC3CC3)ccc2S(=O)(=O)N([C@@H](C)CO)C[C@H]1C	4	0	-2	.	3	.	-8	-1
Cc1cc(C)cc(NC(=O)C(=O)NCC2CCCN2S(=O)(=O)c2cccs2)c1 (centres undefined)	-2	1	7	-22	6	7	.	-9
NC(=Nc1nc(-c2ccccn2)cc2ccccc12)c1ccccn1	2	-3	-7	58	.	11	.	15
CC1CCN(S(=O)(=O)c2ccc3[nH]c(=O)cc(C(=O)O)c3c2)CC1	.	.	-5	.	6	7	1	.
COC(=O)c1c(-c2ccc(SC)cc2)sc2ccc(OC)cc12	2	-11	-117	-162	2	7	.	-7
COc1ccccc1NC(=O)C(C)Nc1ccc(C)c(Cl)c1 (centres undefined)	-3	2	5	-1	.	0	-13	-10
CNC[C@H]1OCCCC[C@H](C)Oc2ccc(NS(=O)(=O)c3cn(C)cn3)cc2C(=O)N([C@@H](C)CO)C[C@H]1C	.	.	14	-5	2	.	11	-10

Just ERAP1 HTS inh, EWS-Fli inh and S100A4 MyoIIA (three entries from above):
mol,ERAP1 HTS inh,EWS-Fli inh,S100A4 MyoIIA
COc1cccc(NC(=S)N2CCCN(Cc3ccc(F)cc3)C2)c1,-3,11,3
C[C@@H]1CN([C@@H](C)CO)S(=O)(=O)c2ccc(-c3cccc(C(=O)N(C)C)c3)cc2O[C@@H]1CN(C)C(=O)Nc1ccc(F)cc1,-1,-3,-7
COc1ccc(CNC(=O)[C@H](Cc2c[nH]c3ccccc23)NC(C)=O)cc1OC,0,0,2

New compounds follow
Compound	ERAP1 HTS inh	S100A4 MyoIIA	LGR2 inh	PAX8 reporter	PglD DTNB	FN deposit inh	PGC1a acetyl inh	EWS-Fli inh
Cc1ccc(S(=O)(=O)Nc2ccc3c(c2)C(=O)N([C@@H](C)CO)C[C@@H](C)[C@@H](CN(C)Cc2ccc4c(c2)OCO4)OCCCC[C@H](C)O3)cc1	-1	3	11	72*	1	-10	.	3
Cc1ccc(S(=O)(=O)CCC(=O)OC(C)C(=O)c2c(C)[nH]c3ccccc23)cc1 (centres undefined)	-2	4	7	21	.	10	.	12
O=C(Nc1nnc(Cc2ccc(Cl)cc2)s1)c1cccnc1	13	4	-10	-12	.	19	-1	-7
Cc1cccc(N2CC(C(=O)Nc3ccc(S(=O)(=O)N4CCCCC4)cc3)CC2=O)c1C (centres undefined)	2	3	-7	3	5	-4	.	20
O=C(Nc1nccs1)c1ccc2nccnc2c1	.	.	.	-109	-5	4	5	.
C#CCOCCOCCOCCNc1nc(N2CCN(C(=O)Cn3cc(CCCN=C(N)N)nn3)CC2)nc(N2CCN(C(=O)[C@H](C(C)C)n3cc(CCO)nn3)CC2)n1	-5	-2	.	15	-8	-5	.	3
CCCN(CC(=O)Nc1ccccc1C)C(=O)Cc1c[nH]c2ccccc12	-3	-2	13	21	-2	2	1	8
O=C(c1ccco1)N1CCN(Cc2ccc(F)cc2)CC1	-3	-7	-6	10	4	5	.	-7
CC(=O)N1c2ccc(S(=O)(=O)N3CCCC(C(=O)N4CCCC(C)C4)C3)cc2CC1C (centres undefined)	-2	4	-3	13	1	-14	-3	-2
CC(C)NC(=O)Nc1cccc2c1O[C@H](CN(C)C(=O)Nc1ccc(C(F)(F)F)cc1)[C@H](C)CN([C@@H](C)CO)C2=O	0	50	2	11	-2	.	0	-4
C[C@H](NC(=O)C[C@H]1C[C@@H]2c3cc(NC(=O)CC4CC4)ccc3O[C@@H]2[C@@H](CO)O1)c1ccccc1	0	-1	4	.	-1	12	-10	-4
O=C(Nc1ccc2nc3n(c(=O)c2c1)CCCC3)c1ccccc1[N+](=O)[O-]	4	-5	13	19	.	1	.	5
CCC1=Nc2cc(C(=O)O)ccc2Sc2ccccc21	3	4	7	15	-1	23	8	0
C/C(CC(=O)Nc1ccc2c(c1)OCO2)=N\NC(=O)OC(C)(C)C	-3	-1	-21	-48	.	-3	13	-2
CCOC(=O)c1c(NC(=O)c2ccc(S(=O)(=O)N(C)CC3CCCO3)cc2)sc2c1CCN(C)C2 (centres undefined)	6	-5	3	.	-4	9	.	6
C[C@H](CO)N1C[C@H](C)[C@H](CN(C)S(=O)(=O)c2cn(C)cn2)Oc2ccc(NC(=O)CCCCCC(=O)Nc3ccccc3N)cc2C1=O	0	0	4	-28	.	.	-17	2

Compound profiles, as listed above. Order of values: ERAP1 HTS inh, S100A4 MyoIIA, LGR2 inh, PAX8 reporter, PglD DTNB, FN deposit inh, PGC1a acetyl inh, EWS-Fli inh
CN(C)CC(=O)Nc1ccc2c(c1)[C@@H]1C[C@@H](CC(=O)NCc3ccc4c(c3)OCO4)O[C@H](CO)[C@@H]1O2 is listed as 0, 2, 5, 1, 7, -12, -5, -9
Cc1cc(C)cc(NC(=O)C(=O)NCC2CCCN2S(=O)(=O)c2cccs2)c1 (centres undefined) is listed as -2, 1, 7, -22, 6, 7, ., -9
COc1ccccc1NC(=O)C(C)Nc1ccc(C)c(Cl)c1 (centres undefined) is listed as -3, 2, 5, -1, ., 0, -13, -10
CSc1nnc(C)c(=O)n1COC(=O)COc1ccc(Cl)cc1 is listed as -3, -1, 4, -30, ., -5, 28, -3
CN1CCN(c2ccc(CNC(=O)C3Cc4c(-c5ccc(Cl)cc5)ccnc4O3)cc2)CC1 (centres undefined) is listed as 4, -2, -17, 11, -5, -1, ., 8

Other structures:
Compound	ERAP1 HTS inh	S100A4 MyoIIA	LGR2 inh	PAX8 reporter	PglD DTNB	FN deposit inh	PGC1a acetyl inh	EWS-Fli inh
O=C(CCNC(=O)c1ccccc1Cl)Nc1nc2ccccc2[nH]1	3	3	-14	-14	1	-6	-7	-20
CN1C(=O)c2cc(NC(=O)Cc3cccs3)ccc2OC[C@H]2O[C@H](CC(=O)NCCCN3CCOCC3)CC[C@H]21	2	-5	-7	-10	3	1	4	0
CC(=O)Nc1ccc(CNc2nc3cc(-c4ccsc4)sc3c(=O)n2C)cc1	3	-4	-12	-4	3	7	1	-40
Cc1cc(C(C)(C)C)oc1C(=O)N(CC(=O)NC1CCCC1)c1ccc(F)cc1	-6	5	14	.	-4	.	-8	11
CCCNC(=O)NC[C@H]1[C@@H](c2ccc(C3=CCCCC3)cc2)[C@@H](CO)N1C(C)=O	-1	-7	-4	12	-1	-16	4	-10
Brc1cccc(-c2nnc(SCc3ccon3)n2-c2ccccc2)c1	0	5	-4	22	-9	1	.	5
C=CCn1c(=O)c2ccc(C(=O)NCc3ccccc3)cc2n(Cc2ccc(C)cc2)c1=O	0	-5	9	-3	7	-4	-6	10
Cc1ccc(-c2ccc(C3[C@H]4CNC[C@@H]3N4S(=O)(=O)c3ccccc3F)cc2)cc1 (some centres undefined)	-1	62	-6	8	.	-9	-5	48
C[C@H](CO)N1C[C@H](C)[C@H](CN(C)S(C)(=O)=O)Oc2c(NC(=O)C3CCCCC3)cccc2C1=O	3	19	2	3	-3	-4	.	-4
CC(=O)Nc1cc(-c2ccc(CO)cc2)cn2c(-c3ccc(F)c(Cl)c3)cnc12	12	-17	-17	-10	-2	3	.	-2
COc1ccc(C(=O)OCc2ccccc2C#N)cc1S(=O)(=O)N1CCOCC1	-4	-2	-17	6	-1	.	-10	5
CCNC(=O)[C@H]1[C@H](CO)[C@H]2Cn3c(ccc(-c4ccc(OC)cc4)c3=O)[C@@H]1N2CC	-2	4	10	-2	5	.	.	1
C=CCn1c(SCC(=O)NC(N)=O)nnc1-c1cc2c(s1)CCC(CC)C2 (centres undefined)	-2	-1	.	50	.	15	.	-16
O=C(c1cc(COc2ccc(F)cc2Cl)on1)N1CCN(C2CCCC2)CC1	0	-3	-17	-3	0	-2	-6	.
C=CC[C@H](CC(=O)N[C@H](CO)Cc1ccccc1)C(=O)N[C@@H](COC(=O)[C@@H](CC=C)Cc1ccc(F)cc1)Cc1c[nH]c2ccccc12	1	-7	.	26	2	-6	4	0
CNC[C@H]1Oc2ccc(NC(=O)C3CCCCC3)cc2CC(=O)N([C@@H](C)CO)C[C@H]1C	-2	-3	1	-18	-4	5	22	1
CC(C)(O)C#Cc1ccc(C(=O)N2CCC(CCC(=O)NC3CC3)CC2)cc1	-2	8	13	1	-3	.	-7	-1
CN(C)CCNC(C(=O)Nc1cccc(C(F)(F)F)c1)c1ccccc1 (centres undefined)	-2	-1	13	-5	-1	-8	-3	-1
COc1ccccc1C(=O)N/C(=C\c1ccccc1)C(=O)NC(C)C(=O)O (centres undefined)	1	0	.	27	-1	-4	5	1
COCCN(C(=O)CSc1nnc(-c2ccccc2F)n1N)c1c(N)n(Cc2ccccc2)c(=O)[nH]c1=O	2	-10	-1	-3	-5	-2	.	-3
CCN(CC)c1ccc(/C=C2/C(=O)c3ccc(C(=O)O)cc3C2=O)cc1	20	-60	-96	14	.	11	.	-43
N/C(Cc1ccc([N+](=O)[O-])cc1)=N\OC(=O)C1CCCCC1	3	0	-28	-26	-3	.	-7	-45
N#Cc1cccnc1N1CCN(C(=O)c2ccc3c(c2)S(=O)(=O)c2ccccc2C3=O)CC1	0	-5	15	-2	-1	16	.	1
COc1ccc(NC(=O)C(c2ccc(C)cc2)N(C)C(=O)c2ccc(=O)[nH]c2)cc1 (centres undefined)	.	.	2	12	8	-1	2	.
O=[N+]([O-])c1ccc(N/N=C/c2cccc(O)c2O)cc1	3	-3	-121	-31	-2	8	.	-36
